KCNK9 inh: human KCNK9 channel inhibition; Q9NPC2; HEK293 KCNK9, FluxOR thallium flux fluorescence; active compounds read low; B-score at 10 µM; actives 1.2% (n = 310,000); AID 488922;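 active = ratio B-score over 3 SD below the library mean, with starting fluorescence within 5 SD of its mean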;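 also: negative B-score means less thallium flux so channel inhibition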
Target sequence (Q9NPC2 whole entry, looked up): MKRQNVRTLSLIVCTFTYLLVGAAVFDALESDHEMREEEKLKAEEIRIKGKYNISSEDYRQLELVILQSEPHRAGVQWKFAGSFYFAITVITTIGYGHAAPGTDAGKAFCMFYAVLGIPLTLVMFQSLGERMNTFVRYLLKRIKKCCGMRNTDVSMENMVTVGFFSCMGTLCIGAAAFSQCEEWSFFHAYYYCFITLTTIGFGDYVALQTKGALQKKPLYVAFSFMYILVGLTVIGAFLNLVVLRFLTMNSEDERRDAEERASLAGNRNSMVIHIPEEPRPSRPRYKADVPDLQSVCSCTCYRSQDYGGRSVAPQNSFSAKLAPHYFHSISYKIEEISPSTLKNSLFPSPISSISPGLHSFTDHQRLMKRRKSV
KCNQ1 inh: human KCNQ1 channel inhibition | P51787 | CHO-K1 KCNQ1, FluxOR thallium flux fluorescence; active compounds read high | B-score at 10 µM | actives 1.3% (n = 310,000) | AID 2642;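 active = compounds whose thallium flux B-score, printed positive for inhibition, exceeds three library SD while starting fluorescence stays within three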;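 also: channel opened by potassium depolarization with thallium stimulus after 20 min compound exposure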
KCNK3 block: human KCNK3 channel inhibition, primary screen; O14649; CHO-KCNK3 thallium flux, FluxOR fluorescence; active compounds read low; B-score at 10 µM; actives 0.84% (n = 340,000); AID 602410;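 active = B-score under library mean minus 4 SD, starting fluorescence ratio at most library mean plus 5 SD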;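 also: more negative B-score means stronger inhibition of thallium flux through KCNK3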
RGS4 block: human RGS4 inhibition; P49798; HEK293 M3R/RGS4 inducible, Fluo-4 calcium flux; active compounds read high; triggered by carbachol at its EC20; actives 0.45% (n = 310,000); B-score at 10 µM;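 active = B-score, a plate-corrected calcium signal, over three deviations above library mean, with baseline fluorescence within five deviations of library mean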;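 also: RGS4 expression induced by doxycycline in cells with stable M3 receptor; B-score is computed from the integrated fluorescence ratio over baseline after carbachol; higher B-score means a larger calcium signal and so more RGS4 inhibition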
Target sequence (P49798 whole entry, looked up): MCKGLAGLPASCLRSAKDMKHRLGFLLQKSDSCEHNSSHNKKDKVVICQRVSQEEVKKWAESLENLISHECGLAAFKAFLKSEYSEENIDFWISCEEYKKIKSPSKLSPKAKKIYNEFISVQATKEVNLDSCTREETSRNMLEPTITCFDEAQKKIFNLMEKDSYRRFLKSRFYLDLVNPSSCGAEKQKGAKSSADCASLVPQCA
PolyA inhibitor: yeast polyadenylation inhibition; S. cerevisiae SKY197-pL101 polyadenylation reporter, beta-gal luminescence; efflux-impaired pdr1/pdr3 knockout yeast; score 100 = 6 SD above DMSO; calls only at 12 µM; actives 0.02% (n = 300,000); AID 1875;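 active = lowest replicate activity score at least 50, where 100 means six control SD above control mean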;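 also: yeast exposed to compound for 9 h at 30 °C; higher score means more reporter readthrough which indicates perturbed polyadenylation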
GSK3A inh: human GSK-3 alpha kinase inhibition | inhibition, % at 10 µM | actives 0.1% (n = 320,000) | P49840 | ADP-Glo luminescence, 60 min;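 in the data active = inhibition above about 50%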;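 also: GST-tagged GSK-3 alpha with peptide substrate and 25 µM ATP; 0% = DMSO neutral wells and 100% = GW8510 positive control wells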
GSK3beta inhib: inhibitors of human GSK3beta kinase; P49841; GST-GSK3beta kinase, ADP-Glo luminescence, 60 min; active compounds read low; activity score (negative = inhibition), % at 10 µM; actives 0.038% (n = 300,000);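 active = more than half of replicate wells score below -50%, meaning over 50% inhibition versus plate controls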;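 also: 0% = median DMSO wells and -100% = median GW8510 positive control wells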
Target sequence (P49841 whole entry, looked up): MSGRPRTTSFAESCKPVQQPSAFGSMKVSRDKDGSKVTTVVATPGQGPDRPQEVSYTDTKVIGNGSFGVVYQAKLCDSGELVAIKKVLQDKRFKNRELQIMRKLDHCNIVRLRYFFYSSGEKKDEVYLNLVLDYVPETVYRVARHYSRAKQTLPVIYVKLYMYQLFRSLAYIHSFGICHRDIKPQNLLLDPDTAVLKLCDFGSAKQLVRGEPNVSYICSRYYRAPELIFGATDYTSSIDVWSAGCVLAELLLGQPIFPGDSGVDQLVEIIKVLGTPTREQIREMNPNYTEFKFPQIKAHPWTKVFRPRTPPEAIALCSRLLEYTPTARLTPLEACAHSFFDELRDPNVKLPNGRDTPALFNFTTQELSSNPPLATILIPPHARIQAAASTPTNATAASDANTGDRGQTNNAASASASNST
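Test system: GST-tagged human GSK3beta kinase, cell-free; evaluation: activity score scaled between in-plate DMSO and GW8510 controls; measured by: ADP-Glo luminescence; incubation: 60 min reaction, RT; benchmarks: DMSO and 20 µM GW8510; reagent: peptide substrate plus 25 µM ATP (final); medium: Tris/MgCl2 kinase buffer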
DYRK1A inh: blocks rat Dyrk1A kinase activity; Q63470; ADP-Glo luminescence, NFATc1 peptide; inhibition, % at 12.5 µM; actives 0.43% (n = 310,000); in the data active = inhibition above about 50%;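 also: plate controls were vehicle with enzyme for no effect and no enzyme for full effect; many of its hits are not listed in these tables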
hERG protect: compounds protecting human hERG from proarrhythmic drug block; activation (rescue from dofetilide block), less the hit threshold, % at 10 µM; actives 0.51% (n = 310,000); CHO-hERG, FluxOR thallium flux, dofetilide IC70 present;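 active = activation above the mean of controls blocked by dofetilide plus 5 SD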;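 also: thallium influx through hERG after potassium depolarization seen as dye fluorescence rise; in these data hits start at about 4.7%; inactives centre near -7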
RGS4 pot: RGS4 potentiation or activation; HEK293 M3R/inducible RGS4, carbachol calcium flux Fluo4; active compounds read low; B-score at 10 µM; actives 0.92% (n = 310,000); AID 463111;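 active = B-score of the integrated calcium signal more than 4 SD below the library mean, with starting fluorescence not abnormally high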;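 also: negative B-score means reduced calcium response which marks RGS4 activation or potentiation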
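Assay system: Inducible-RGS4 HEK293 cells carrying M3 receptor | Schedule: Compound preincubation 20 min at room temperature before agonist | Signal: Kinetic calcium fluorescence imaging with Fluo4-AM dye, 2 µM | Read-out basis: B score from integrated fluorescence ratio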
KCNQ1 pot: potentiators or activators of human KCNQ1 potassium channel; AID 2648; P51787; CHO-K1 KCNQ1, thallium flux FluxOR fluorescence; active compounds read high; actives 0.35% (n = 310,000); B-score at 10 µM;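 active = fluorescence ratio B-score, a plate-corrected score, at least three library SD, with initial intensity B-score within 5 SD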
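Assay system: stable KCNQ1 CHO-K1 line; medium: assay buffer, equal DMSO in all wells; timing: 90 min dye loading and 20 min compound exposure, both at room temperature; technique: kinetic FluxOR thallium fluorescence, 10-s 1-Hz baseline, 110-s post-stimulus read; read-out basis: B score of baseline-normalized fluorescence ratio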
Active calls of the source: *; i = inactive; x = not tested or not shown.

#1 Cc1ccc(NC(=O)CCN2CCN(C)CC2)cc1
#2 Cc1nnc(NC(=O)CSc2ccc(-c3cccnc3)nn2)s1
#3 Cc1nc(-c2ccncc2)nc(NCCNc2ccc(C(F)(F)F)cn2)c1Cl
#4 Cc1ccccc1-n1c(-c2ccc(Cl)cc2)cnc1SCC(=O)NC1CCS(=O)(=O)C1 (stereo not drawn)
#5 CS(=O)(=O)N1CCC(C(=O)N2CCN(c3cccc(Cl)c3)CC2)CC1
#6 Cc1ccc(S(=O)(=O)NCCc2cccs2)cc1
#7 O=C(N/N=C\c1ccccn1)c1ccccc1O
#8 O=C(NCc1cccnc1)C1CC(=O)N(CCc2ccccc2)C1 (stereo not drawn)
#9 Cc1csc(NC(=O)CSc2nnc(NC(=O)COc3ccccc3)s2)n1
#10 CC(Oc1ccccc1)C(=O)NC1CCCCCCC1 (stereo not drawn)

compound no.	1	2	3	4	5	6	7	8	9	10
KCNK9 inh	i	i	i	i	i	i	i	i	i	i
KCNQ1 inh	i	i	i	i	i	i	i	i	i	i
KCNK3 block	i	i	i	i	i	i	i	i	i	i
RGS4 block	i	i	i	i	i	i	i	i	i	i
PolyA inhibitor	i	i	i	i	i	i	i	i	i	i
GSK3A inh	-3	3	35	0	0	-2	1	2	x	-1
GSK3beta inhib	1	-14	-2	-2	1	2	2	5	4	1
DYRK1A inh	x	-5	-4	-3	4	-3	4	2	-4	-8
hERG protect	-7	-10	-3	-5	-3	-6	-7	-11	2	-9
RGS4 pot	i	i	i	i	i	i	i	i	i	i
KCNQ1 pot	i	i	i	i	i	i	i	i	i	i

The last four records of the part before open the next one.
#7 O=C(N/N=C\c1ccccn1)c1ccccc1O
#8 O=C(NCc1cccnc1)C1CC(=O)N(CCc2ccccc2)C1 (stereo not drawn)
#9 Cc1csc(NC(=O)CSc2nnc(NC(=O)COc3ccccc3)s2)n1
#10 CC(Oc1ccccc1)C(=O)NC1CCCCCCC1 (stereo not drawn)
#11 CCCCCc1cc(O)c2c(C)cc(=O)oc2c1
#12 O=C1CCCN1CCCNC(=S)Nc1cccc2ccccc12
#13 O=C(Cc1ccc(Cl)cc1Cl)Nc1ccc(OC(F)F)c(Cl)c1
#14 Cc1ccc(S(=O)(=O)CC(=O)NCc2ccccc2)cc1
#15 Cc1nnc(NC(=O)CSc2ccc(-c3ccccn3)nn2)s1
#16 CS(=O)(=O)Nc1ccc(-c2nnc3n2CCCCC3)cc1
#17 COc1ccc(-c2c(C#N)c(N)nc3c2CCc2ccccc2-3)cc1OC
#18 CC1=CCC2C(=O)N(c3ccc(OC(=O)c4ccco4)cc3)C(=O)C2C1 (stereo not drawn)
#19 CCN(CC)S(=O)(=O)c1ccc(OCC(=O)NC2CCS(=O)(=O)C2)c([N+](=O)[O-])c1 (stereo not drawn)
#20 Oc1ccc(Br)cc1CN1CCCCCCC1

compound no.	7	8	9	10	11	12	13	14	15	16	17	18	19	20
KCNK9 inh	i	i	i	i	i	i	i	i	i	i	i	i	i	i
KCNQ1 inh	i	i	i	i	i	i	i	i	i	i	i	i	i	i
KCNK3 block	i	i	i	i	i	i	i	i	x	i	x	i	i	i
RGS4 block	i	i	i	i	i	i	i	i	i	i	i	i	i	i
PolyA inhibitor	i	i	i	i	i	i	i	i	i	i	i	i	x	i
GSK3A inh	1	2	x	-1	-2	1	1	3	-1	-1	0	x	0	2
GSK3beta inhib	2	5	4	1	-4	-6	2	1	-1	5	-8	-3	5	31
DYRK1A inh	4	2	-4	-8	x	0	1	-2	x	-2	x	5	-2	-1
hERG protect	-7	-11	2	-9	-15	-4	-13	-8	-11	-4	-19	-12	-10	-14
RGS4 pot	i	i	i	i	i	i	i	i	i	i	i	i	i	i
KCNQ1 pot	i	i	i	i	i	i	i	i	i	i	i	i	i	i

Shown as tab-separated lines: 2 of the compounds above
no.	Structure	KCNK9 inh	KCNQ1 inh	KCNK3 block	RGS4 block	PolyA inhibitor	GSK3A inh	GSK3beta inhib	DYRK1A inh	hERG protect	RGS4 pot	KCNQ1 pot
12	O=C1CCCN1CCCNC(=S)Nc1cccc2ccccc12	i	i	i	i	i	1	-6	0	-4	i	i
13	O=C(Cc1ccc(Cl)cc1Cl)Nc1ccc(OC(F)F)c(Cl)c1	i	i	i	i	i	1	2	1	-13	i	i

(cont.)
#21 Cc1ccc(NC(=O)CN(C)C(=O)c2ccc(C(F)(F)F)cc2)cc1
#22 Nc1c(CO)nnn1-c1ccccc1
#23 CCOc1cc(NC(=S)NCC(C)C)c(OCC)cc1NC(=O)c1ccco1
#24 Cc1ccccc1-c1nc(CS(=O)CC(=O)NC2CCCC2)c(C)o1 (stereo not drawn)
#25 COc1ccc(S(=O)(=O)N2CCCN(S(=O)(=O)c3ccc(OC)c(C)c3)CC2)cc1C
#26 Cc1ccc2cc(C#N)c(NCCCNC(=O)C3CCCO3)nc2c1 (stereo not drawn)
#27 CN(C)/C=C/C(=O)c1ccccc1
#28 CCCCOC(=O)c1ccc(NC(=O)c2cc(Cl)ccc2OC)cc1
#29 O=Cc1cccn1Cc1ccc(Cl)cc1Cl
#30 N#C/C(=C\c1c[nH]c2ccc(Br)cc12)c1ccccn1

compound no.	21	22	23	24	25	26	27	28	29	30
KCNK9 inh	i	i	i	i	i	i	i	i	i	i
KCNQ1 inh	i	i	i	i	i	i	i	i	i	i
KCNK3 block	i	i	i	i	i	i	i	i	i	i
RGS4 block	i	i	i	i	i	i	i	i	i	i
PolyA inhibitor	i	i	i	i	i	i	i	i	i	i
GSK3A inh	-4	50*	-1	-2	-6	2	-2	2	x	1
GSK3beta inhib	1	-21	1	6	5	-1	5	-3	0	-1
DYRK1A inh	-3	6	-5	0	7	16	-10	-1	4	1
hERG protect	-1	-7	-3	-9	-6	-15	-12	-5	-7	-13
RGS4 pot	i	i	i	i	i	i	i	i	i	i
KCNQ1 pot	i	i	i	i	i	i	i	i	i	i

#31 CC(=O)c1ccc(N2CCN(S(=O)(=O)c3ccc(-c4cc(C)no4)s3)CC2)cc1
#32 O=C1CCC(C(=O)OCc2nnc(-c3ccccc3)o2)=NN1
#33 COc1cc(NC(=O)C2CCCN(S(=O)(=O)c3cccc4nsnc34)C2)cc(OC)c1 (stereo not drawn)
#34 CCOC(=O)C1(Cc2cccc(OC)c2)CCN(Cc2cccc(OCC)c2O)CC1
#35 Cc1[nH]cnc1C(=O)N/N=C/c1ccc([N+](=O)[O-])s1
#36 O=C1CN(C(=S)NC(=O)c2ccccc2[N+](=O)[O-])CCN1
#37 NC(=S)NNc1c(F)c(F)c(F)c(F)c1F
#38 Cc1cccc(C(=O)NNC(=O)C2CCN(C(=O)OC(C)(C)C)CC2)c1
#39 COc1ccc(C(NC(C)=O)c2cc(Cl)c3cccnc3c2O)cc1OC (stereo not drawn)
#40 O=C(COc1ccc(Cl)cc1Cl)NNC(=S)Nc1ccc(F)cc1

compound no.	31	32	33	34	35	36	37	38	39	40
KCNK9 inh	i	i	i	i	i	i	i	i	i	i
KCNQ1 inh	i	i	i	i	i	i	i	i	i	i
KCNK3 block	i	i	i	i	i	i	i	i	i	i
RGS4 block	i	i	i	i	i	i	i	i	i	i
PolyA inhibitor	i	i	i	i	i	i	i	i	i	i
GSK3A inh	3	-5	-2	-1	2	8	-3	1	1	-3
GSK3beta inhib	-5	1	-1	1	2	1	0	1	4	1
DYRK1A inh	4	x	1	-1	12	1	6	-4	-4	6
hERG protect	-5	-12	-8	-24	-2	-6	-1	-4	-15	-10
RGS4 pot	i	i	i	i	i	i	i	i	i	i
KCNQ1 pot	i	i	i	i	i	i	i	i	i	i

#41 COc1ccc(C(=O)Nc2ccc(F)cc2F)cc1
#42 O=C1OCC(c2ccc(Cl)s2)=C1c1ccccc1[N+](=O)[O-]
#43 COc1ccc(C(=O)NC(=S)NNC(=O)CCc2ccccc2)cc1
#44 CCCc1noc2c1/C(=N\O)CC(c1ccccc1)C2 (stereo not drawn)
#45 O=C(O)CNC(=O)CCn1nnc2ccccc2c1=O
#46 C=CCNCCCCOc1cccc(Br)c1
#47 CCc1nnc(NS(=O)(=O)c2ccc(NC(=S)NC(=O)/C=C/c3cccs3)cc2)s1
#48 O=C(NCc1ccncc1)Nc1cc(Cl)ccc1Cl
#49 OC(c1ccc(Cl)cc1)c1nnc(-c2ccccc2)o1 (stereo not drawn)
#50 Cn1cc(SCC(=O)Nc2ccc3c(c2)OCCO3)c2ccccc21
#51 N/C(=N\OC(=O)Nc1ccccc1)c1ncc([N+](=O)[O-])s1
#52 COc1ccc(Cl)cc1NC(=O)C(C)OC(=O)c1ccc(NS(=O)(=O)c2ccc3[nH]c(=O)[nH]c3c2)cc1 (stereo not drawn)

compound no.	41	42	43	44	45	46	47	48	49	50	51	52
KCNK9 inh	i	i	i	i	i	i	i	i	i	i	i	i
KCNQ1 inh	i	i	i	i	i	i	i	i	i	i	i	i
KCNK3 block	i	i	i	i	i	i	i	i	i	i	i	i
RGS4 block	i	i	i	i	i	i	i	i	i	i	i	11*
PolyA inhibitor	i	i	i	i	i	i	i	i	i	i	i	i
GSK3A inh	2	4	-3	-1	-5	8	x	2	0	4	-1	-2
GSK3beta inhib	3	2	1	3	-3	1	3	0	x	-1	-11	1
DYRK1A inh	-2	6	-6	2	-3	2	-1	5	5	2	-7	x
hERG protect	-3	-7	-18	-7	-10	-4	-12	-7	-5	-7	-9	-9
RGS4 pot	i	i	i	i	i	i	i	i	i	i	i	i
KCNQ1 pot	i	i	i	i	i	i	i	i	i	i	i	i

Compound activity (PubChem)

Some of the compounds tested; rates above refer to the full screens.
